Mcl1-Noxa inh = disrupts binding of human Mcl-1 to Noxa peptide; Q07820; TR-FRET Mcl-1/Noxa peptide binding, 2 h; inhibition, % at 21.7 µM; 220,000 tested, 1.5% active; AID 1022;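 active means compounds that cut the protein-peptide binding signal by more than 50% relative to plate controls in a single-dose test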;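 further: His-tagged Mcl-1 with rhodamine Noxa BH3 peptide and terbium anti-His antibody; 0% = Mcl-1 plus Noxa peptide wells and 100% = peptide-only wells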
GSH bead fluor = compound fluoresces at 488/530 nm on GSH beads. fluorescence (KMESF) at 10 µM. 190,000 tested, 0.25% active. GSH beads flow cytometry, compound fluorescence 488/530 nm; active compounds read high; in the data active means fluorescence above about 89;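 further: glutathione beads carrying GST-tagged Bcl family fusion proteins plus one bare bead set; values are compound well signal with DMSO vehicle wells as background; inactives centre near 16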
ABCB1 inh = blocks JC-1 efflux by human ABCB1 transporter; AID 1326; inhibition, % at 6.6 µM; CCRF-Adr cells, flow cytometry; 190,000 tested, 0.067% active; P08183; in the data active means inhibition above about 40%;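 further: 0% = vehicle and 100% = reference inhibitor; higher value means more JC-1 retained so stronger ABCB1 efflux block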
Pf gametocyte = kills late stage P. falciparum gametocytes; 150,000 tested, 0.065% active; inhibition, % at 10.9 µM; P. falciparum stage V gametocytes, ATP luminescence, 24 h;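 active means inhibition above the mean plus 3 SD of compounds within the control limits, set per campaign, cut at about 38% in these data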;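 further: 0% = DMSO wells and 100% = medium only without gametocytes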
RGS4-Gao reg = human RGS4-Galphao interaction regulation | binding response (% of control), % at 10 µM | Multiplexed bead flow cytometry, RGS4-Galphao binding; actives lie on both sides | 220,000 tested, 0.33% active | P09471; in the data active means binding response below about 49% or above about 150%; inactive means in between;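 further: fluorescent Galphao activated with aluminum fluoride binding bead-coupled RGS4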
RGS7-Gao reg = regulators of human RGS7-Galphao interaction; P09471; Multiplexed bead flow cytometry, RGS7-Galphao binding; actives lie on both sides; binding response (% of control), % at 10 µM; 220,000 tested, 0.35% active; in the data active means binding response below about 49% or above about 150%; inconclusive means no clear call, values can overlap the other calls; inactive means in between;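 further: fluorescent Galphao held in activated GDP-AlF4 state binding bead-coupled RGS7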
Avidin fluor = avidin bead compound fluorescence profile; Avidin beads, compound fluorescence 488/530 nm, flow cytometry; active compounds read high; fluorescence (KMESF) at 10 µM; 220,000 tested, 0.38% active; AID 1775; in the data active means fluorescence above about 47; further: inactives centre near 10
Bim-Mcl-1 = disrupts Bim peptide binding to human Mcl-1 | AID 1009 | Q07820 | Bead-based flow cytometry, Bim peptide-Mcl-1 binding | 190,000 tested, 0.1% active | inhibition, % at 10 µM; in the data active means inhibition above about 40%;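 further: 0% = no compound tracer wells and 100% = peptide blocker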
ABCG2 block = inhibitors of human ABCG2 transporter, ABCB1 counter-screen | IgMXP3 cells, JC-1 efflux, flow cytometry | 190,000 tested, 0.1% active | inhibition, % at 6.6 µM;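 active means inhibition above 80%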;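 further: 0% = DMSO and 100% = nicardipine control wells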
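Read-out basis: Efflux inhibition in percent versus controls | Test system: ABCG2 IgMXP3 and barcoded ABCB1 CCRF-Adr cell mix | Quantity: 3 million cells/mL in well | Schedule: 10 min at 25 °C | Control set: Nicardipine as high control, DMSO as low control | Reagent: JC-1 as fluorescent efflux pump substrate | Signal: Flow cytometry of retained JC-1 fluorescence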
Mcl1-Bid inh = disrupts binding of human Mcl-1 to Bid peptide; Q07820; TR-FRET Mcl-1/Bid-Dy647 peptide binding, 1536-well; inhibition, % at 21.7 µM; 220,000 tested, 0.97% active; AID 1021;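 active means compounds that cut the binding signal by more than half at the single screening dose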;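 further: His-tagged Mcl-1 with europium anti-His antibody binding Bid BH3 peptide; 0% = Mcl-1 plus peptide wells and 100% = peptide-only wells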
RGS8-Gao reg = modulates binding of RGS8 to human Galphao; 220,000 tested, 0.34% active; multiplexed bead flow cytometry; actives lie on both sides; response (percent of control binding), % at 10 µM; in the data active means response below about 60% or above about 140%; inactive means in between;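 further: Galphao activated as the GDP aluminium fluoride complex binding bead-coupled RGS8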
* hit, by the source's call; ? = inconclusive; · = no result given.

Preview:
Structure	Mcl1-Noxa inh	GSH bead fluor	ABCB1 inh	Pf gametocyte	RGS4-Gao reg	RGS7-Gao reg	Avidin fluor	Bim-Mcl-1	ABCG2 block	Mcl1-Bid inh	RGS8-Gao reg
COC(=O)c1ccc(C)c(NS(=O)(=O)c2ccc(C)c([N+](=O)[O-])c2)c1	10.3	12	0.8	-2.1	100.2	103.7	17	-1.0	2.2	-10.2	104.0
Cc1cc(NC(=O)CSc2nc3ccccc3c(=O)n2Cc2ccccc2)no1	12.5	20	1.9	·	96.3	97.0	23	-4.0	3.1	-9.6	99.4

Main list, repeating the preview:
Structure	Mcl1-Noxa inh	GSH bead fluor	ABCB1 inh	Pf gametocyte	RGS4-Gao reg	RGS7-Gao reg	Avidin fluor	Bim-Mcl-1	ABCG2 block	Mcl1-Bid inh	RGS8-Gao reg
COC(=O)c1ccc(C)c(NS(=O)(=O)c2ccc(C)c([N+](=O)[O-])c2)c1	10.3	12	0.8	-2.1	100.2	103.7	17	-1.0	2.2	-10.2	104.0
Cc1cc(NC(=O)CSc2nc3ccccc3c(=O)n2Cc2ccccc2)no1	12.5	20	1.9	·	96.3	97.0	23	-4.0	3.1	-9.6	99.4
OCCCC1CCCN(Cc2cn[nH]c2-c2ccc(F)cc2F)C1 (centres undefined)	17.2	9	0.0	-6.1	91.2	91.0	2	-3.0	2.1	-21.5	95.8
CC(NC(=S)NCCc1ccccc1)C(c1cccs1)N1CCN(C)CC1 (centres undefined)	-16.0	17	0.6	·	103.5	103.9	6	-1.0	7.4	-18.5	105.4
CC(=O)n1cc(N(C(=O)CCl)c2ccc(C)cc2)c2ccccc21	2.5	·	·	0.6	102.0	?	6	·	·	-30.3	100.1
CSc1cccc(NC(=O)COc2ccccc2C)c1	8.0	15	0.0	-0.5	98.4	?	9	-1.0	3.6	-15.5	102.8
CCOc1ccccc1N=c1oc2cc(O)ccc2cc1C(=O)NCC1CCCO1 (centres undefined)	23.8	17	0.3	·	95.2	97.3	8	0.0	15.2	7.1	99.6
CC(C)CC(NC(=O)COc1ccccc1)C(=O)O (centres undefined)	·	33	-0.1	·	96.0	95.9	7	1.0	13.2	·	93.6
CN1Cc2c(N3CCOCC3)nc(SCc3ccccc3)c(C#N)c2CC1(C)C	-2.3	26	0.9	7.0	99.2	95.5	6	1.0	2.7	-32.3	98.4
Cc1nn(C)c(C)c1NC(=O)CC12CC3CC(CC(C3)C1)C2	-1.7	20	1.0	-0.7	97.9	?	11	0.0	1.5	-22.4	98.9
O=c1[nH]c(-c2ccccn2)nc(C(F)(F)F)c1Br	-15.0	17	0.2	·	96.3	94.9	8	0.0	2.4	-11.9	99.8
O=C(N/N=C/c1ccco1)c1ccc(Br)o1	-10.4	8	0.2	·	107.9	105.5	5	1.0	5.8	-12.2	107.6
Cc1ccc(C2=NN(C(=O)CSc3nc4ncc(Cl)cc4[nH]3)C(c3ccco3)C2)cc1 (centres undefined)	27.9	12	0.2	1.4	97.2	?	10	-2.0	0.6	-41.1	97.3
COc1ccc(NS(=O)(=O)c2cc(NC(=O)c3ccco3)ccc2N2CCCCC2)cc1	-0.5	5	0.2	3.5	101.8	99.5	2	-3.0	-3.0	-35.2	102.2
Cc1ccc(NC(=O)c2ccc(NCCc3ccccc3)c([N+](=O)[O-])c2)cc1F	24.8	6	-0.7	·	94.8	89.4	9	13.0	3.2	1.4	74.6
CCN1CCCC1CNC(=O)C(=O)Nc1cccc(OC)c1 (centres undefined)	9.9	9	·	-16.6	92.1	91.5	12	-3.0	5.8	-19.2	95.1
O=C(COc1ccccc1)Nc1ccc2c(c1)Cc1cc(NC(=O)COc3ccccc3)ccc1-2	20.1	-3	-0.5	·	98.8	95.8	10	113.0*	-3.1	21.8	99.3
CCCn1c2c(c(O)c(C(=O)Nc3ncccc3O)c1=O)CCCC2	0.1	14	0.0	·	81.2	78.0	4	-2.0	0.6	-18.8	87.0
COc1ccc(C(c2c(N)[nH]c(=S)[nH]c2=O)c2c(N)[nH]c(=S)[nH]c2=O)cc1	11.1	·	·	-16.9	100.9	?	5	·	·	-79.6	98.3
O=C1CCCC(O)=C1C1C2=C(CCCC2=O)Oc2ccccc21 (centres undefined)	3.7	28	1.4	-16.8	98.0	102.0	32	-8.0	48.8	-21.1	100.1
CCC(Sc1nc(C)cc(=O)[nH]1)C(=O)Nc1nnc(C)s1 (centres undefined)	7.8	25	-0.1	-32.0	97.0	96.1	18	-4.0	-0.1	-19.3	100.5
COCCn1nnnc1CN1C2CCCC1CC(NC(C)=O)C2 (centres undefined)	6.8	28	0.9	13.5	99.2	100.3	36	-4.0	2.6	-18.7	99.4
Cc1ccc2cc(CCNC(=O)c3c(-c4ccccc4Cl)noc3C)c(=O)[nH]c2c1	15.5	25	3.5	·	99.9	99.2	7	0.0	6.1	1.5	101.5
Cc1cc(=O)oc2cc(OCc3ccc(C(=O)OCC(=O)N(C)C4CCS(=O)(=O)C4)cc3)ccc12 (centres undefined)	22.3	·	·	6.9	99.7	?	7	·	·	6.2	98.2
CCN(CC)C(=O)C1CCN(CC2CC=CCC2)CC1 (centres undefined)	25.2	33	0.2	15.3	101.6	102.9	11	-3.0	3.5	3.4	103.8
O=C(Nc1ccc2c(c1)OCCO2)N1CCN(c2ccccc2)CC1	10.1	19	0.7	7.3	96.4	98.8	15	0.0	3.5	-45.9	101.7
Cc1ccnc(SCC(=O)N2CCN(c3cccc(Cl)c3)CC2)n1	20.4	11	0.6	·	109.1	100.8	2	2.0	4.0	-4.1	98.5
CCCCC(c1nnnn1CCOC)N1CCN(C)CC1 (centres undefined)	24.9	20	1.4	·	103.9	102.8	9	-2.0	-9.0	23.9	105.5
Cc1ccc(C)c(NS(=O)(=O)c2ccc(OCC(=O)NCC3CCCO3)cc2)c1 (centres undefined)	8.6	16	0.6	-0.1	106.9	108.8	11	1.0	3.2	-18.9	103.5
c1ccc2c(c1)SCc1nnc(-c3ccncc3)n1-2	-12.9	·	·	-9.6	99.4	?	7	·	·	1.5	100.4

Reformatted with two lines to a compound: entries from further up
The line under a structure holds: Mcl1-Noxa inh	GSH bead fluor	ABCB1 inh	Pf gametocyte	RGS4-Gao reg	RGS7-Gao reg	Avidin fluor	Bim-Mcl-1	ABCG2 block	Mcl1-Bid inh	RGS8-Gao reg
- CCN(CC)C(=O)C1CCN(CC2CC=CCC2)CC1 (centres undefined)
 : 25.2	33	0.2	15.3	101.6	102.9	11	-3.0	3.5	3.4	103.8
- CCOc1ccccc1N=c1oc2cc(O)ccc2cc1C(=O)NCC1CCCO1 (centres undefined)
 : 23.8	17	0.3	·	95.2	97.3	8	0.0	15.2	7.1	99.6

Next records follow:
Structure	Mcl1-Noxa inh	GSH bead fluor	ABCB1 inh	Pf gametocyte	RGS4-Gao reg	RGS7-Gao reg	Avidin fluor	Bim-Mcl-1	ABCG2 block	Mcl1-Bid inh	RGS8-Gao reg
CCC(=O)NCCn1c(C)cc2ccccc21	1.9	22	0.1	·	112.2	117.3	5	2.0	-0.1	-37.0	109.7
CCOC(=O)N1CCC(NC(=O)C2CCCN(S(=O)(=O)c3ccc4c(c3)oc(=O)n4C)C2)CC1 (centres undefined)	3.0	11	0.3	-3.3	102.3	103.3	9	-1.0	3.1	-9.8	100.3
Cc1ccc[n+](-c2nc([O-])sc2/C=N/Nc2ccc([N+](=O)[O-])cc2)c1	28.2	·	·	-12.1	96.6	?	7	·	·	-81.6	97.5
CCn1c(SCC(=O)c2ccc(OC)cc2)nnc1C(C)NC(=O)c1ccc(OC)cc1 (centres undefined)	16.7	17	1.4	·	103.0	103.5	41	-3.0	5.3	3.5	101.5
Cc1ccc(C(=O)C2(C)C3c4cc(Br)ccc4OC(=O)C32C(=O)c2ccco2)cc1 (centres undefined)	-6.3	21	0.4	·	99.8	105.5	6	0.0	1.1	-8.9	111.2
CCC(C)NC(=O)CN(c1cc(C)cc(C)c1)S(=O)(=O)c1c(C)[nH]c(=O)[nH]c1=O (centres undefined)	-39.4	·	·	17.8	101.0	?	5	·	·	-5.4	100.5
COc1cccc(C(=O)CSc2nnc(-c3ccco3)n2CC2CCCO2)c1 (centres undefined)	-5.7	8	0.6	·	97.8	94.5	11	1.0	4.5	2.6	96.7
COc1ccc(/C=N\N=C2/SC(CC(=O)O)C(=O)N2c2ccc(O)cc2)cc1OC (centres undefined)	5.5	9	0.1	-16.4	92.9	102.3	14	-1.0	-8.0	-23.3	97.0
Nc1nc(-c2cc3ccccc3o2)cs1	-15.7	·	·	-6.0	98.0	?	9	·	·	-12.5	98.5
CN(C)c1ccc(-c2nc3cnccn3c2Nc2ccc3c(c2)OCCO3)cc1	16.6	·	·	15.8	98.9	?	5	·	·	-59.2	101.5
COc1ccc(CNC(=O)c2csc(Cc3ccccc3)n2)cc1	3.9	30	0.1	16.8	98.2	94.5	13	-3.0	0.4	-3.1	99.3
O=C(Nc1cccc(F)c1)c1cc(S(=O)(=O)N2CCC(C(=O)O)CC2)ccc1F	-2.5	32	-1.3	-7.4	103.6	104.1	14	-3.0	1.5	-23.7	102.6
CCC1=NC(c2ccc(Br)cc2)N(O)C1(C)C (centres undefined)	15.0	9	0.9	12.4	91.5	?	10	-2.0	3.8	-22.4	95.0
COc1cccc2c(Cl)c(CC=C(Cl)Cl)c(C)nc12	-9.8	10	0.9	10.8	107.0	105.1	10	-2.0	5.1	-10.3	107.2
Cc1cc(C)cc(NC(=O)C(=S)NCc2ccccc2)c1	35.9	16	0.6	·	89.5	92.1	6	-2.0	0.9	32.3	95.2
CCOc1ccc(NC(=O)CSC2=C(C#N)C(c3ccc4c(c3)OCO4)CC(=O)N2)cc1 (centres undefined)	11.3	37	0.8	·	80.2	88.6	8	1.0	1.5	-0.3	92.3
Cc1ccc(Cn2ccc(NC(=O)c3cc(C4CC4)on3)n2)cc1	-8.3	·	·	26.6	100.7	?	8	·	·	-15.6	99.9
CCCCC(=O)NC(NC(=S)N1CCOCC1)C(Cl)(Cl)Cl (centres undefined)	4.1	5	0.0	-7.7	102.4	108.1	7	0.0	0.3	-26.0	100.1
COc1ccc(-c2sc(NC(=O)c3ccc(C)cc3)nc2-c2ccc([N+](=O)[O-])cc2)cc1	·	31	0.3	·	100.8	100.0	10	-2.0	1.7	-6.2	100.0
COC(=O)c1ccc(N2C(=O)Nc3ccccc3N2O)cc1	-2.0	17	0.3	·	89.5	93.6	9	0.0	4.2	-13.3	94.8
Cc1ccccc1NC(=S)N1CCCC1	3.2	6	-0.3	-14.8	103.0	110.2	1	-1.0	-1.4	6.0	106.1
O=C(CN1CCC(n2nnc3cc(F)ccc32)CC1)NC1CC1	12.0	23	0.9	·	96.0	96.3	30	0.0	15.3	-16.0	98.5
Clc1ccc(Oc2nnnn2-c2ccccc2)cc1	-9.8	14	0.5	·	98.3	99.0	7	3.0	4.0	-0.7	97.6
Cc1c(NC(=S)NC(=O)c2cc3ccccc3o2)c(=O)n(-c2ccccc2)n1C	-3.9	2	1.0	1.8	102.4	99.9	11	-3.0	13.9	-42.2	98.2
